hERG WT inh: KCNH2 (human, wildtype) channel inhibition; 0.37% of 340,000 active; U2OS, BacMam KCNH2, thallium flux FluxOr; active compounds read low; activity change, % at 1.84 µM; Q12809;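 active = maximum activity change below -70%; inconclusive = maximum activity change between -70% and -50%; inactive = maximum activity change above -50%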; also: % is scaled to controls: 0 for no effect and ±100 for the full control effect
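U2OS cells were transduced with wild-type KCNH2 virus (2.03 x 10^8 / mL) for 4 h at room temperature, then cultured overnight at 37 C. Thallium flux was read with FluxOr dye. Rate constants were normalized to DMSO controls.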
Coupling enz: inhibits coupling enzyme system, counter-screen for aldolase hits. AID 2472. 0.67% of 290,000 active. activity change, negative = inhibition, % at 58.2 µM, hits read low. coupling enzyme system counterscreen, AmpLite Red fluorescence; in the data active = activity change below about -30%; also: % is scaled to controls: 0 for no effect and ±100 for the full control effect
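Fluorescence at 525 nm excitation and 598 nm emission measured inhibition of the coupled detection system without aldolase. Compounds (at 57.5 uM final) were preincubated 10 min at room temperature with coupling enzyme reagent before a 20 min substrate/AmpLite Red step.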
Giardia killer: Giardia lamblia killing; Giardia lamblia trophozoite viability; activity change, % at 7.66 µM, hits read low; 0.15% of 340,000 active; AID 540267; in the data active = activity change below about -80%; inconclusive = between about -30% and that limit;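 also: parasites exposed to compound for two days anaerobically before the ATP read; % is scaled to controls: 0 for no effect and ±100 for the full control effect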
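Luminescent ATP signal served as the viability read-out, measured 15-30 min after adding ATP detection reagent to trophozoites that had been incubated with compounds for 48 hrs at 37 deg C anaerobically at 100 cells/well.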
BCR signal inh: chronic active BCR signaling inhibition. Potency, µM (doses to about 46.1 µM), for inactives: top-dose ratio change, negative = lower green/red ratio, most hits filed as inhibitors. AID 493014. ABC-DLBCL IkBa-CBG/CBR reporter, luminescence ratio, 4 h. 0.05% of 340,000 active; active = well fitted inhibition curve with a large enough effect in the signal ratio, with a control signal flat, not every such curve was filed as active; inconclusive = small, poorly fitted or top-dose-only effect, or effect the other way, or a change in a side signal; the % refers to the signal ratio;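 also: potency is read from the fitted curve at half-maximal effect; plate controls were basal doxycycline-induced cells for no effect and cells given 10 µM MG132 for full effect; MG132 reads +100%, hits lower the ratio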
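TMD8 ABC-DLBCL cells carrying doxycycline-inducible green luciferase fused to IkappaBalpha plus unfused red luciferase were exposed to compounds (up to 46 uM) for 4 hrs at 37C. Activity came from the overlap-corrected green/red luminescence ratio.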
GALK inhibitor: galactokinase (human) inhibition. Potency, µM (series often up to 57.5 µM), without a hit: at the highest dose activity change, negative = inhibition, actives largely listed as inhibitors. Purified GALK, Kinase-Glo residual ATP luminescence. P51570. 0.007% of 270,000 active; also: potency is read from the fitted curve at half-maximal effect; % is scaled to controls: 0 for no effect and ±100 for the full control effect
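5 nM enzyme, 35 uM ATP, 100 uM galactose, 20 mM HEPES pH8.0, 5 mM MgCl2; 1 h RT; residual ATP by Kinase-Glo Plus luminescence, qHTS format.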
CXXC DNA block: blocks binding of human MLL CXXC domain to DNA; MLL-CXXC / FITC-HOXA9 DNA fluorescence polarization; Potency, µM (top dose mostly 115 µM), without a hit: at the highest dose activity change, negative = inhibition, hits mostly inhibitors; Q03164; AID 2662; 0.037% of 290,000 active; active = well fitted inhibition curve with a large enough effect in the polarisation, with a control signal flat, not every such curve was filed as active; inconclusive = small, poorly fitted or top-dose-only effect, or effect the other way, or a change in a side signal; inactive = no such curve, though single readings can be large or run the other way; the % refers to the polarisation; also: potency is read from the fitted curve at half-maximal effect
Target sequence (Q03164 whole entry, looked up, the tested form may be a part): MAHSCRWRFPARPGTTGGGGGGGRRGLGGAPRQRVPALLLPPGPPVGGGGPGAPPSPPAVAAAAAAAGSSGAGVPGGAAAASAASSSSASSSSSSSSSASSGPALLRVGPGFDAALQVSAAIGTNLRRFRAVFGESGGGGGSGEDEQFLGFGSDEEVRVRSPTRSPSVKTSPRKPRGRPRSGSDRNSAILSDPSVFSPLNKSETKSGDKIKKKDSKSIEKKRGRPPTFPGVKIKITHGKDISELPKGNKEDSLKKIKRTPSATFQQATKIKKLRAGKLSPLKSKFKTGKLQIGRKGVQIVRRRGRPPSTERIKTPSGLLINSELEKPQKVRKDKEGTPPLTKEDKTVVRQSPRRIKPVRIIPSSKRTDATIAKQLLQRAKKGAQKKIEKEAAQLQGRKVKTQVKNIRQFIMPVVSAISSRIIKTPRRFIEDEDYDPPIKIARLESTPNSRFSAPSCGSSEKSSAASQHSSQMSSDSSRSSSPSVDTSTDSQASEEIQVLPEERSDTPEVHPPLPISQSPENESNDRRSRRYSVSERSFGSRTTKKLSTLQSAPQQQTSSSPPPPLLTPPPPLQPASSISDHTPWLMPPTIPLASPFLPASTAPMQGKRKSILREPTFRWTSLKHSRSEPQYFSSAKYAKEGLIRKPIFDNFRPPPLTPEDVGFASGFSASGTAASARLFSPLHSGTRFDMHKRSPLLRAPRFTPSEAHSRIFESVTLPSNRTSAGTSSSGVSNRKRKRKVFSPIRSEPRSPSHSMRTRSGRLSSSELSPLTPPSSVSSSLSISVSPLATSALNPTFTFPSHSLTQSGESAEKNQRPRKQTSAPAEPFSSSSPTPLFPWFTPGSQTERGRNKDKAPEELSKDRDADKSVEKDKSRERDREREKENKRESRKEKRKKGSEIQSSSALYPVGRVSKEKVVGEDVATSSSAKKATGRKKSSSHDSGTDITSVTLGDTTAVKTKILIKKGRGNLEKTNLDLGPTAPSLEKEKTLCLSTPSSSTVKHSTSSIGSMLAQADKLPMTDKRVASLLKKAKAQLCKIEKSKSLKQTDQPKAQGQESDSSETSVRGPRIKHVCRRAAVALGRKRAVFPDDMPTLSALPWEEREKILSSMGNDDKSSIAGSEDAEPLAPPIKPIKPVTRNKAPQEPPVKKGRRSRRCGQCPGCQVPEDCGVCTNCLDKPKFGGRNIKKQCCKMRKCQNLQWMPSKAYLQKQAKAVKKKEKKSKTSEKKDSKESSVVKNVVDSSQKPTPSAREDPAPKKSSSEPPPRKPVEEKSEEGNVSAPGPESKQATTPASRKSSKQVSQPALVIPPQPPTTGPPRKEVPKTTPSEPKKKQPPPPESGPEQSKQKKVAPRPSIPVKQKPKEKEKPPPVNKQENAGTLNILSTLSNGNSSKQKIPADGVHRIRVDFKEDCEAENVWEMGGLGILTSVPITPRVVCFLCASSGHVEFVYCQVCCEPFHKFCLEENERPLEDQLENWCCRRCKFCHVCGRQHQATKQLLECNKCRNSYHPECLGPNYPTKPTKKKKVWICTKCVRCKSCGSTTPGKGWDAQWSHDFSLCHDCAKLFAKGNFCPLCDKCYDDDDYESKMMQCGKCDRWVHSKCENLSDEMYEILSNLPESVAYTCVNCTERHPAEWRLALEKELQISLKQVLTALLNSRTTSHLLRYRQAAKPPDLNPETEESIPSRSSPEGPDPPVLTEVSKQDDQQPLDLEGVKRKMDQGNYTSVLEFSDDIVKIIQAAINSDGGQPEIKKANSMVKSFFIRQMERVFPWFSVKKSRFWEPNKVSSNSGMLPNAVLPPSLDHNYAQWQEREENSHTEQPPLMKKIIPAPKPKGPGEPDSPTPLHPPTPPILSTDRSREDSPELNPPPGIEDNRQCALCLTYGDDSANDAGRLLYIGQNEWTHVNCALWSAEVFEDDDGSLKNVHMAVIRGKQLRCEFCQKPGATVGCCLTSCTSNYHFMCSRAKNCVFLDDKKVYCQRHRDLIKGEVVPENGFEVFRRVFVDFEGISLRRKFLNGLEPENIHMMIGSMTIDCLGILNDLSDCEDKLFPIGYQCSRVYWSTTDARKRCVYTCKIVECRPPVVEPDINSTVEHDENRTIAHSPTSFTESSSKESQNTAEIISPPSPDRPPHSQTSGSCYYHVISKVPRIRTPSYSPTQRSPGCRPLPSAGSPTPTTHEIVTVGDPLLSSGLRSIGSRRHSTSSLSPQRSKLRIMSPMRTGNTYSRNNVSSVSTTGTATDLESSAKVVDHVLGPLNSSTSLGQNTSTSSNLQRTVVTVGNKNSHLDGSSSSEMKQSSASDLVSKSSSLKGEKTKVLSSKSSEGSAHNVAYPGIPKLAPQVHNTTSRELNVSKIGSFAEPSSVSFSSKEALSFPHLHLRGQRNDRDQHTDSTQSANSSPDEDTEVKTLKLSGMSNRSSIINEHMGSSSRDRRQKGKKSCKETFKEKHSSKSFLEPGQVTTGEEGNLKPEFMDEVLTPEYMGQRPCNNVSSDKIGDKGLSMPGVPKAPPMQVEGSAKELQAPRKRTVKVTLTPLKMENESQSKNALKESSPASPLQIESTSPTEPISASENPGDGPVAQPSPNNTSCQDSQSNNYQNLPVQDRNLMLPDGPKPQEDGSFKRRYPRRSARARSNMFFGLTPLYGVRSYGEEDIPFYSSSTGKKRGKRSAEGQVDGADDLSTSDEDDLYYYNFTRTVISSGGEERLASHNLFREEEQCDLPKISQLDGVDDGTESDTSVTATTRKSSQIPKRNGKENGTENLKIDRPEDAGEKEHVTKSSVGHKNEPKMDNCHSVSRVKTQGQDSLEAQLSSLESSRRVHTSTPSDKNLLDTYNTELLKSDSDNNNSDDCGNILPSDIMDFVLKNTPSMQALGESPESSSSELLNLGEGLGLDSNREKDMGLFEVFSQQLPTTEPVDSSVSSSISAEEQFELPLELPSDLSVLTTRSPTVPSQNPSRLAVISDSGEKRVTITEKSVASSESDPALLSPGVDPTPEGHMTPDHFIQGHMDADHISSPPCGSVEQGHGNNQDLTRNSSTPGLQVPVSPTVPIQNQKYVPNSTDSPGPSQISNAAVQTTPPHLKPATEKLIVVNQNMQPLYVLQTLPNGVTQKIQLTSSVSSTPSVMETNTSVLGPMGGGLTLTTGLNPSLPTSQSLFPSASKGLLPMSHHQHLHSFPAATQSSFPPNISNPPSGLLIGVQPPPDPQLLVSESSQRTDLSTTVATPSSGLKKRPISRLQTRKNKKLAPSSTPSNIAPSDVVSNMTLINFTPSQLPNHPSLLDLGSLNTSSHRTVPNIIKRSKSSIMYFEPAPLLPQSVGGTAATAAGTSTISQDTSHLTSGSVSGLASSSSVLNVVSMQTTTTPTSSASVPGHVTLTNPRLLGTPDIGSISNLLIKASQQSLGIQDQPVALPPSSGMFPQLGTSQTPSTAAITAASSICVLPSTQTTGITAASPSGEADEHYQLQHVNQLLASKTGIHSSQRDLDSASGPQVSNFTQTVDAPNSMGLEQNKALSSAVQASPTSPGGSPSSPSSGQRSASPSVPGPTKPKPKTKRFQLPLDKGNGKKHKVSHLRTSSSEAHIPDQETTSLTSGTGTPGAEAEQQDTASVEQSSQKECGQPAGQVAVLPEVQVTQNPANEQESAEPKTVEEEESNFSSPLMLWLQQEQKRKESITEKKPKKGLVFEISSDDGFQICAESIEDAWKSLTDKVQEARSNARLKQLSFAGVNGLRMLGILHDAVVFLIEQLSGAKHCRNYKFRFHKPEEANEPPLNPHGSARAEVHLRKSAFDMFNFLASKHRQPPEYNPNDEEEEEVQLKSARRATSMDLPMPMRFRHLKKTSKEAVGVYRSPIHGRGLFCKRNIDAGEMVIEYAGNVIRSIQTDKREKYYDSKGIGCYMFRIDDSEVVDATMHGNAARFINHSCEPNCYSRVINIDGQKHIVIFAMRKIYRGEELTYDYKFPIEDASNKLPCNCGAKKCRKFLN
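Steps: dispense CXXC domain solution (7 uM) → pin compounds or unlabeled HOX-A9 DNA control → 5 min ambient → add FLSN-HOX-A9 solution (50 nM) → spin → 30 min ambient → fluorescence polarization. Tris pH 7.5/NaCl/DTT/BSA buffer.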
TCR activator: activates T cell receptor signaling. primary human leukocytes, anti-CD3, IL-2 HTRF, 48 h. AID 504894. Potency, µM (doses to about 9.22 µM), for the others: at the highest dose activation of IL-2 secretion, actives largely listed as activators. 330,000 tested, under 10 active; also: % of control where 0% means no effect
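TCR engagement came from a-CD3 beads alone, with compounds added to primary human leukocytes for 48 hr. Secreted IL-2 bridged europium cryptate- and d2-labelled anti-IL-2 antibodies, giving FRET emission at 665nm after 320nm excitation.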
Tb PFK block: T. brucei PFK enzyme inhibition. AID 485367. T. brucei PFK, ADP-Glo luminescence. Potency, µM (top dose mostly 57.5 µM), for the others: at the top dose activity, negative = inhibition, actives largely listed as inhibitors. O15648. 0.17% of 330,000 active;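 also: potency is read from the fitted curve at half-maximal effect; 0% = uninhibited 1x PFK enzyme wells and -100% = no-enzyme wells; nearly all actives have a fitted effect of over 60% in size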
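Activity is normalized to no-enzyme wells (full inhibition) and 1.25 nM enzyme wells (no inhibition). Reaction: 0.5 mM F6P, 0.1 mM ATP, 45 min RT, ADP-Glo luminescence; concentration-response curves fitted and classed by quality.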
TSHR antagonist: human thyrotropin receptor antagonism. activity change, negative = inhibition, % at 11.5 µM. P16473. 0.2% of 330,000 active. AID 504810. TSHR-expressing cells, TSH-stimulated cAMP HTRF, 2 h; active compounds read low;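 active = activity change below a set negative limit, meaning inhibition stronger than a set level, cut at about -70% in these data; inconclusive = activity change between two set negative limits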; also: % is scaled to controls: 0 for no effect and ±100 for the full control effect
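Read-out is FRET at 665 nm (cryptate excitation 337 nm) from a cryptate-tagged anti-cAMP antibody, competed by cell cAMP against cAMP-d2. Compounds are tested on freshly harvested TSHR cells challenged with 4nM TSH (EC80) for 2 hours at 37 deg C.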
AT treatment: potential ataxia-telangiectasia treatments restoring KAP-1 phosphorylation; Potency, µM (titrated, usually from 57.5 µM), for the others: at the top dose activation, actives largely listed as activators; 0.19% of 320,000 active; […] A-T fibroblasts, KAP-1 phosphorylation AlphaLISA; neocarzinostatin DNA damage 30 min before lysis; also: potency is read from the fitted curve at half-maximal effect; % of control where 0% means no effect; nearly all actives have a fitted effect of over 45% in size
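hTERT-immortalized A-T patient fibroblasts ([…]), 500 cells/well in OPTI-MEM, 1% FBS, got compounds for 60 min, then NCS for 30 min at 37C. Lysates were then assayed for phospho-KAP-1 by AlphaLISA (anti-pKAP1 donor, anti-KAP1 acceptor beads), 6 hr at 25C.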
Numbers without * were called inactive; ? = inconclusive; · = not tested or not shown; & = joins results of further samples; [ ] = another dose, or the depositor's remark. Unless noted, calls follow the shape of the dose curve; as a rule, active = well fitted curve in the direction sought with a large enough effect; inconclusive = small, poorly fitted or top-dose-only effect, or another doubt; inactive = no such curve, though single readings can be large; an effect the other way counts as inactive or inconclusive. Compounds as they come; about 1.6% have a hit in one of these screens.

Below each compound – Giardia killer, hERG WT inh, BCR signal inh, CXXC DNA block, Coupling enz, GALK inhibitor, TSHR antagonist, AT treatment, TCR activator, Tb PFK block
O=C(CN1C(=O)CCSc2ccccc21)Nc1ccccc1
  3, 15, 0%, -7%, 1, 2%, -2, 1%, 3%, 1%
Cc1csc(NC(=O)Nc2ccccc2[N+](=O)[O-])n1
  -8, 22, ?, 4%, -1, 3%, -3, -3%, 8%, -5%
O=C(O)c1ccnc(C(=O)O)c1
  -22, -8, 1%, -7%, -72*, 4%, 22, 5%, ·, 0%
COc1ccccc1CN(Cc1nc2ccccc2c(=O)[nH]1)C(=O)Nc1ccccc1
  -18, -10, 0%, -1%, 0, 0%, 6, -1%, 0%, -1%
CCN(c1ccccc1)S(=O)(=O)c1ccc(OC)c(OC)c1
  -5, 7, -4%, -3%, 10, 0%, -10, -3%, 0%, -4%
CCc1nonc1NC(=O)c1oc2ccc(F)cc2c1C
  -2, 1, -1%, 4%, -2, 1%, -2, -2%, 3%, -1%
CC#CCN1c2ccccc2[C@]23C[C@@H](C(=O)OC)N(C(=O)C4CCC4)C2=NC(C(=O)OC)=C(C(=O)OC)[C@H]13
  7, 2, 3%, 12%, -1&-1, 3%, -4, -10%, 0%, -7%
COc1cccc(CCC(=O)Nc2cccc(S(=O)(=O)N3CCCC3)c2)c1OC
  -6, 2, 0%, ·, ·, ·, -24, 9%, -2%, -3%
CCOC(=O)[C@H]1[C@H]2COc3ccccc3[C@@H]2N2C(=O)c3cc(OC)c(OC)cc3NC(=O)[C@@]12C
  25, 20, -15%, ·, ·, ·, 7, 1%, -8%, -7%
COc1ccc(C)cc1NC(=O)Nn1cnnc1
  -2, -15, ?, 13%, 0, 0%, 8, -3%, -2%, -4%
COc1cccc(N=c2oc3cc(O)ccc3cc2C(=O)NCC2CCCO2)c1 (stereo not given)
  -1, -21, ?, 1%, 1, 4%, -6, 6%, -1%, 0%
O=C(c1ccc(Cl)s1)N1CCCC(N2CCN(c3ccc(F)cc3)CC2)C1 (stereo not given)
  -7, ?, ·, 15%, -1, -1%, -5, 3%, -9%, 0%
c1cncc(C(c2nnnn2C2CCCCC2)N2CCN3CCCC3C2)c1 (stereo not given)
  6, 9, 13%, -8%, 2, 4%, -5, -2%, 4%[46.1 µM], -5%
O=C(N/N=C/c1ccncc1)NC12CC3CC(CC(C3)C1)C2
  ?, -1, ?, -5%, 2, 1%, -4, 20%, 3%, 3%
O=C(NCCc1nnc2ccc(SCC(=O)N3CCCC3)nn12)c1ccccc1
  39[activator], 4, -1%, 5%, 1, 3%, 18, -2%, -2%, -10%
O=C(CN(Cc1ccccc1)S(=O)(=O)c1ccccc1)N/N=C/c1ccc([N+](=O)[O-])cc1
  -6, 7, -1%, -6%, -1, ·, -8, 0%, -1%[46.1 µM], -7%
COC(=O)c1cn(C(=O)OC)c2ccccc12
  -5, -10, 2%, -12%, 4, -1%, 11, -4%, -1%, 3%
O[C@@H]1[C@@H](O)C=C2CCN3Cc4cc5c(cc4[C@H]1C23)OCO5 (stereo not given in full)
  0, -4, ?, ·, ·, ·, 16, 28%, 2%, -9%
O=C(Oc1ccc(Br)cc1)c1cncc(Br)c1
  14, -6, 13%, 21%, 2, 0%, -3, -1%, -2%, -1%
O=C(O)C1(c2ccccc2)CCC(Nc2ccccc2)C1 (stereo not given)
  8, 6, 2%, 1%, 0, -1%, 3, 1%, -3%, 1%
Cc1ccc(OCC(=O)Nc2nnc(-c3ccco3)s2)cc1
  9, -12, -1%, -1%, 4, -1%, -5, -19%, -3%, 7%
COc1cccc(C(=O)NC2CCN(CC(=O)Nc3nccs3)CC2)c1
  -14, -4, 8%, 3%, 2, -4%, 3, -6%, ·, 0%
COC(=O)C1=CO[C@@H](C)[C@H]2CN3CCc4c([nH]c5ccccc45)[C@@H]3C[C@H]12
  -16, 1, ?, ·, -14&0, ·, 0, -3%, 0%, 4%
Cc1ccc(CNC(=O)CCC(=O)N2CC(C)Oc3ccc(Cl)cc32)cc1 (stereo not given)
  1, 0, 13%, ·, 0, ·, 11, 1%, 11%, 0%
NC(=O)N/N=C/c1sc(=O)n(-c2ccccc2)c1Cl
  -18, 4, 6%, 39%[activator], -1, ·, -5, -6%, -1%, 2%
CCCCN1C(=O)/C(=C/C=C2\N(C)c3ccccc3C2(C)C)SC1=S
  ·, ·, 0%, ?, -7, 0%, 15, -3%, ·, -3%
CCn1c(COc2ccc(=O)n(-c3ccccc3)n2)nnc1SCc1ccccc1C
  -5, 24, 7%, -3%, 3, 0%, -6, 2%, -3%, 0%
CC(C)c1nc(SCC(=O)Nc2ccc([N+](=O)[O-])cc2Br)n[nH]1
  -9, 12, 4%, 0%, -1, 5%, 0, 1%, -4%, -11%
CCc1nnc(NC(=O)CCC(=O)NC2CCCC2)s1
  -4, -35, 1%, -2%, ·, -6%, 5, -24%, -4%, 4%
O=C(Sc1ccc(Cl)cc1)c1cccc(Cn2cc(C(F)(F)F)ccc2=O)c1
  -7, 11, 0%, -1%, 0, -5%, 1, -3%, -4%, 2%
Cc1ccc(NS(=O)(=O)c2cc(C(=O)NCCSc3ccc(C)cc3)ccc2C)cc1
  6, -6, 7%, 14%, -11, 6%, -40, 1%, 2%, -4%
COc1ccc(C(=O)C2CCCN(Cc3cnc(N4CCCC4)s3)C2)cc1OC (stereo not given)
  -16, 19, -18%, -3%, 0, 0%, 5, -3%, -2%, -2%
CCCc1noc(-c2ccc(-c3ccccc3)cc2)n1
  21, -8, ?, -5%, -1, 0%, -14, 11%, -5%, -3%
O=C(COC(=O)CSc1cc(Cl)ccc1Cl)NCc1ccc2c(c1)OCO2
  10, 4, ?, 4%, 0, 1%, -1, 2%, 3%[46.1 µM], -4%
CCCC(=O)Nc1ccc(NC(=O)c2ccccc2Cl)nc1
  0, 2, ?, 4%, 1, -2%, 2, -4%, -5%, 2%
COC(=O)c1sc(-c2ccccc2)cc1NC(=O)c1ccccc1
  9, 2, 3%, -10%, -3, 2%, 8, -3%, -5%[46.1 µM], 1%
COc1ccc2[nH]c(C(=O)N3CCN(Cc4ccccc4)CC3)cc2c1OC
  4, -8, -10%, 8%, -1, ·, 5, 0%, 3%, 2%
Cc1cccc(N2CCN(C(=O)c3cnn4c(C(F)F)cc(-c5ccccc5)nc34)CC2)c1C
  8, 6, -4%, -12%, 1, 3%, 11, 5%, 0%, 1%
Cc1ccc(S(=O)(=O)N2c3ccccc3NC(=O)C2CC(=O)Nc2ccccc2)cc1 (stereo not given)
  16, 4, 3%, -2%, 4, 3%, -7, -5%, -3%, -4%
Cc1cc(C(=O)NCC(c2ccco2)N(C)C)no1 (stereo not given)
  17, -18, 9%, -2%, 1, 1%, -3, 2%, -5%, -3%

An excerpt from above in order of the CXXC DNA block value, falling.
Structure | CXXC DNA block
CCCC(=O)Nc1ccc(NC(=O)c2ccccc2Cl)nc1 | 4%
CC(C)c1nc(SCC(=O)Nc2ccc([N+](=O)[O-])cc2Br)n[nH]1 | 0%
CCn1c(COc2ccc(=O)n(-c3ccccc3)n2)nnc1SCc1ccccc1C | -3%

(next part)
Below each compound – Giardia killer, hERG WT inh, BCR signal inh, CXXC DNA block, Coupling enz, GALK inhibitor, TSHR antagonist, AT treatment, TCR activator, Tb PFK block
Cc1nc(N(C)C)ncc1C(=O)O
  -25, 9, -7%, -11%, -1, 1%, 13, ·, -9%[46.1 µM], -1%
Nc1nc2nonc2nc1N
  1, -6, 13%, 5%, -6, -4%, -1, -6%, 2%, 1%
COc1ncccc1C(=O)N1CCCC(C(=O)c2cccc(OC(C)C)c2)C1 (stereo not given)
  -12, 2, 1%, 8%, 0, 0%, -9, 4%, ·, 1%
Cc1ccc(OCC(=O)N/N=C/c2cccnc2)cc1C
  -4, -1, -2%, 0%, -7, 0%, -1, 4%, 3%, -1%

Single entries from above:
`COc1ncccc1C(=O)N1CCCC(C(=O)c2cccc(OC(C)C)c2)C1` (stereo not given) in CXXC DNA block is entered as 8%
`Cc1nc(N(C)C)ncc1C(=O)O` in TSHR antagonist is entered as 13
`Nc1nc2nonc2nc1N` in CXXC DNA block is entered as 5%
`Cc1ccc(OCC(=O)N/N=C/c2cccnc2)cc1C` in TCR activator is entered as 3%

Source: PubChem (National Center for Advancing Translational Sciences (NCATS))
